From PubChem
mcGAS inh: blocks mouse cGAS activity; inhibition, % at 12.5 µM; recombinant cGAS, Kinase-Glo ATP depletion luminescence; 160,000 tested, 0.15% active; Q8C6L5; AID 1259399;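 further: 0% = negative control wells and 100% = reference inhibitor with no enzyme activity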
NPYLR7 ag: mosquito NPYLR7 agonism. HEK293T NPYLR7/Galpha15, GCaMP6s calcium fluorescence. activation, % at 10 µM. 270,000 tested, 0.15% active. AID 1259423; in the data active means activation above about 40%;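 further: 0% = vehicle and 100% = reference agonist at the receptor; some compounds past the cut are filed as inactive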
hcGAS inh: inhibitors of human cGAS. Q8N884. recombinant h-cGAS, ATP depletion, Kinase-Glo luminescence. inhibition, % at 12.5 µM. 290,000 tested, 0.081% active. AID 1259398;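 further: 0% = vehicle reaction and 100% = reaction without DNA for no activity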
Target sequence (Q8N884 whole entry, looked up): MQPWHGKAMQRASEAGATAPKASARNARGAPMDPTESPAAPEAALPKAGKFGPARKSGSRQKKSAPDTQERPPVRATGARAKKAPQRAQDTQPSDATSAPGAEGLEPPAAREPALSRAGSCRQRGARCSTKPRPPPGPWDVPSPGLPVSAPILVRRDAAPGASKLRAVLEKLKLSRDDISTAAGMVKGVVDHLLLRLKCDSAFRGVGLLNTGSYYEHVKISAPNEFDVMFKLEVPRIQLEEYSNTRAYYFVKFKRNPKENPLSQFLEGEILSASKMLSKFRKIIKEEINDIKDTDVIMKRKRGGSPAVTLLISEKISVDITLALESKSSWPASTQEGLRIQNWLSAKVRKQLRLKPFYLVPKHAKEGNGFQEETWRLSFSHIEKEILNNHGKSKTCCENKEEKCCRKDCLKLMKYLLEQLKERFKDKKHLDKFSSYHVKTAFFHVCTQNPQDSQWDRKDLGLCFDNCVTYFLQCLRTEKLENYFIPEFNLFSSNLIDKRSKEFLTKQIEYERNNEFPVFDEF
Active calls of the source: *; · = not tested or not shown; & = joins results of further samples. Unless noted, no stated cut-off is given here; in the data, active means inhibition above about 40%; inactive means the rest.

SMILES	mcGAS inh	NPYLR7 ag	hcGAS inh
CC(=O)NC1=NN(C(C)=O)C2(S1)C(=O)N(CCOc1cccc(C)c1)c1ccccc12 (stereo not given)	-7	0	-5
Cc1cc(C)c2c(c1C(=O)N1CCC3(CC1)OCCCO3)CC(C)(C)C2=O	·	-8	-5
Cc1cc(F)ccc1N(Cc1ccco1)C(=O)CC1CC2CCC1C2 (stereo not given)	·	2	25
O=C(Cc1cc(-c2cc3ccccc3o2)on1)N1CCc2ccccc21	-10	5	-5
COc1ccc(-c2ccnc(N)c2)c(OC)c1	·	-3	-2
CCc1nnc(CNC(=O)C(c2cccc(C)c2)N(C)C)s1 (stereo not given)	-11	0	-6
CC1(c2ccccc2)NC(=O)N(NC(=O)COc2ccc(C(=O)c3ccccc3)cc2)C1=O (stereo not given)	-7	0	-4
COc1cc(CN2CCCC(C(=O)c3cc(C)c(OC)c(C)c3)C2)cc(OC)c1O (stereo not given)	·	-1	-7
Cc1cc(CNC(=O)C2(C)CCCO2)c2[nH]c(-c3ccccc3)c(C)c2c1 (stereo not given)	-11	1	-2
CC1SC(c2ccccc2Cl)N(CC2CCN(S(=O)(=O)c3cccc4cccnc34)CC2)C1=O (stereo not given)	-3	·	0
CCn1ncc2[nH]c(-c3cc(C)nn3C)nc21	-12	·	-9
N#Cc1ccc(Sc2nc3ccccc3[nH]2)cc1C#N	-8	-1	-10
CNc1nc(-c2ccc(CC(N)=O)s2)cs1	·	10	1
Cc1nn2c(N3CCCC3)cc(C(C)C)nc2c1-c1ccccc1	-9	-4	-5
Cc1nc(Cl)c2oc3ccccc3c2n1	·	1	-5
CNS(=O)(=O)c1ccc(NC(=O)c2ccsc2)cc1OC	-11	15	-4
CC(C)NC(=O)[C@@H]1C[C@@H](N)CN1C(=O)CC1=C(c2ccccc2)CCC1=O	·	15	-11
CCC(=O)Nc1nc(-c2ccc([N+](=O)[O-])cc2)cs1	-8	-4	-3
CC(C)c1nn(CC(=O)NC2CCCC2)c(=O)c2c1cnn2-c1ccc(F)cc1	·	-3	2
N#Cc1ccc(OCC(=O)Nc2cccc(N3CCCC3=O)c2)cc1	-7	6	-10

Some of these compounds in order of SMILES length, falling.
SMILES	mcGAS inh	NPYLR7 ag	hcGAS inh
CC(=O)NC1=NN(C(C)=O)C2(S1)C(=O)N(CCOc1cccc(C)c1)c1ccccc12 (stereo not given)	-7	0	-5
Cc1cc(CNC(=O)C2(C)CCCO2)c2[nH]c(-c3ccccc3)c(C)c2c1 (stereo not given)	-11	1	-2
O=C(Cc1cc(-c2cc3ccccc3o2)on1)N1CCc2ccccc21	-10	5	-5

New compounds follow:
SMILES	mcGAS inh	NPYLR7 ag	hcGAS inh
O=c1c2c3c(sc2ncn1Cc1ccccc1F)CN(S(=O)(=O)c1ccccc1)CC3	-4	·	0
Cc1cccc(S(=O)(=O)Nc2ccc(CNC(=O)NC(C)C)cc2)c1	-3	-24	-4
OCCn1c(-c2cccc3c2CCNC3)nc2ccccc21	-13	6	-4
CCC(c1ccnn1C)n1cc(Oc2ccccc2)c(=O)c(C(=O)O)c1 (stereo not given)	·	16	-11
CC(C)(C)NS(=O)(=O)c1ccc(C(=O)Nc2nc(Cl)ccc2Cl)cc1	-13	4	-7
COC(=O)c1ccc2oc(=O)n(C3CCN(C(=O)c4cncc(Br)c4)CC3)c2c1	-5	4	-5
CCC(C(=O)N1CCC2(CC1)C(=O)N(CC(=O)NCCCOC)CN2c1ccccc1)c1ccccc1 (stereo not given)	-7	·	-6
N#CCNC(=O)[C@H](CCc1ccccc1)NC(=O)c1cccc(Cl)c1Cl	·	2	0
Cc1cc(C(=O)Cn2cc[n+](C)c2)c(C)n1-c1ccc2c(c1)OCO2	-7	2	-5
C1N2CN3CN1CN(C2)C3	·	3	-3

Profiles, looked up by structure:
CCC(C(=O)N1CCC2(CC1)C(=O)N(CC(=O)NCCCOC)CN2c1ccccc1)c1ccccc1 (stereo not given) is entered as mcGAS inh = -7; NPYLR7 ag = ·; hcGAS inh = -6
Cc1cc(C(=O)Cn2cc[n+](C)c2)c(C)n1-c1ccc2c(c1)OCO2 is entered as mcGAS inh = -7; NPYLR7 ag = 2; hcGAS inh = -5

Next section:
SMILES	mcGAS inh	NPYLR7 ag	hcGAS inh
CCCCNC(=S)NNc1ncnc2sc(C)c(C)c12	·	-3	2
CC(C)NC(=O)N1CCC(c2nnc(C(C)C)o2)CC1	-12	-14	-4
CN(Cc1ccnc2ccccc12)CC1CC(=O)N(C2CCCC2)C1 (stereo not given)	-12	·	-8
CCNC(=O)c1ccc([N+](=O)[O-])o1	·	-13	-5
CCOC(=O)C1CCCN(C(=O)c2ccc(CSc3nc(N(C)Cc4ccccc4)cc(C(F)(F)F)n3)cc2)C1 (stereo not given)	-6	8	-3
CC(C)C(=O)N1CCC(NC(=O)Cn2ncc3ccccc32)CC1	·	3	-10
CO[C@@H]1CC[C@H]2C[C@@H]1[C@@H](Oc1ccccn1)CN2C(=O)Nc1ccccc1	-9	23	-4
CCOC(=O)N1CCN(C(=O)CC(c2ccc(OC)c(OC)c2)c2c[nH]c3c(CC)cccc23)CC1 (stereo not given)	-5	3	-1
COC(=O)c1cc(C)ccc1NS(=O)(=O)c1ccc(F)cc1F	·	-5	-5
Clc1cccc2c3c([nH]c12)CCN(Cc1cc2n(n1)CCCNC2)C3	·	-4	-8

Copied from the entries so far (3 entries):
SMILES	mcGAS inh	NPYLR7 ag	hcGAS inh
CCOC(=O)N1CCN(C(=O)CC(c2ccc(OC)c(OC)c2)c2c[nH]c3c(CC)cccc23)CC1 (stereo not given)	-5	3	-1
COC(=O)c1cc(C)ccc1NS(=O)(=O)c1ccc(F)cc1F	·	-5	-5
Clc1cccc2c3c([nH]c12)CCN(Cc1cc2n(n1)CCCNC2)C3	·	-4	-8

The listing continues.
SMILES	mcGAS inh	NPYLR7 ag	hcGAS inh
CC(C)c1csc(NC(=O)N2CCN(Cc3ccon3)CC2)n1	-1	9	3
CCOC(=O)c1[nH]ncc1CN1CCCC(c2nn(C)c(=O)n2CC)C1 (stereo not given)	·	15	-4
CCN(C)C(=O)c1coc(N2CCN(Cc3ccccc3)C2=O)n1	·	3	2
CCCCOC(C)C(=O)NCC1(O)CCN(C)CC1 (stereo not given)	·	1	-7
O=C(NCCC(=O)N1CCCCC1)c1ccc(Sc2ccccn2)cc1	·	-7	-16
CN(CCc1cn[nH]c1)C(=O)c1csc2nc(-c3ccc(C(F)(F)F)cc3)cn12	-12	13	-10
Cc1cc(C(=O)C(C)Sc2ncnc3sccc23)c(C)n1Cc1ccco1 (stereo not given)	·	2	-6
COc1cc(=O)n2c(c1C(=O)NC(C)c1ccco1)CCN(Cc1nc3ccccc3n1C)CC2 (stereo not given)	-13	24	-10
CC(=O)N1CCC(NS(=O)(=O)c2c(C)c(C)c(C)c(C)c2C)CC1	·	-4	-3
Cc1ccc(F)cc1NS(=O)(=O)c1cc(C(=O)O)ccc1C	·	2	-14
Cc1cc(C(=O)N2CCCC(Nc3ccc(F)cc3)C2)no1 (stereo not given)	·	3&13	-8&-7
O=C(CSc1ccc2ccccc2n1)NCc1ccco1	·	0	-17
Cc1ccccc1N1CC(c2nc3ccccc3n2Cc2ccccc2)CC1=O (stereo not given)	-2	-2	-5
N#Cc1ccc(CN2CCCN(C(=O)Nc3ccccc3F)CC2)cc1	·	-6	1
CC1=NC2=C(C(=O)CCC2)C(c2ccccc2OCc2ccccc2)C1C#N (stereo not given)	2	13	2
O=c1oc2ccccc2cc1-c1csc(Nc2ccc(Cl)cc2Cl)n1	-2	13	2
CC1(Cc2cccc(F)c2)C(=O)Nc2ccc(Cl)cc21 (stereo not given)	-2	0	-3
Cc1nccn1-c1cc(N2CCN(C(=O)C(C)Oc3ccccc3)CC2)ncn1 (stereo not given)	-13	-14	-5
CC(C)CN(CC(=O)N(Cc1cccn1Cc1ccc(F)cc1)C1CCCCC1)C(=O)COc1ccccc1	-5	23	-6
CCC(C)(C)NC(=O)CSc1nc(-c2ccco2)nc2ccccc12	-5	-1	-4
COc1ccc(C2=NN3C(C2)c2ccccc2OC3c2ccc(F)cc2)cc1 (stereo not given)	1	2	-2
O=C(NCCn1ncc2c(=O)n(Cc3ccccc3F)cnc21)c1cccs1	-9	-6	-7
COc1ccc(NC(C)=O)cc1NC(=O)Cn1cnc2c(cnn2C)c1=O	·	12	-6
O=S(=O)(NCc1nnnn1C1CCCCC1)c1cccs1	-8	1	-8
Cc1oc(C23CC4CC(CC(C4)C2)C3)cc1C(=O)NCC12CC3CC(CC(C3)C1)C2	-1	·	2
CSc1ccccc1N1C(=O)C2C3C=CC(C3)C2C1=O (stereo not given)	-6	-12	-4
O=C(NCCCN1CCCC1=O)C(=O)NCC(c1cccnc1)N1CCN(c2ccccc2)CC1 (stereo not given)	-3	2	-3
COCCn1c(SCC(=O)Nc2cccc3ccccc23)nc2c(c1=O)SCC2	-8	2	-6
COC(=O)/C(C#N)=C(\Nc1ccc(Cl)cc1)C(F)(F)F	·	6	-3
CCn1ccnc1CN1CCc2c([nH]c3ccccc23)C1c1ccc(SC)cc1 (stereo not given)	-11	4	-4
COc1ccc(-c2cnnc(NC(C)Cn3nc(C)cc3C)n2)cc1 (stereo not given)	-3	16&-4	-9&-1
Cc1ccc(-c2nn(-c3ccccc3)cc2C=C2C(=O)NC(=S)NC2=O)cc1	-7	0	-6
C#CCN(CC=C)C(=O)c1ccc(C(C)N2CCCCC2)o1 (stereo not given)	·	5	-3
O=c1ccc(NS(=O)(=O)c2ccc3c(c2)CCC3)cn1Cc1ccccc1Cl	·	0	-2
O=C(c1n[nH]c2c1CCCC2)N1CCCC(O)(CO)CC1 (stereo not given)	-8	4	3
O=S(=O)(NCc1nnnn1C1CCCCC1)c1cccc(F)c1	-8	2	-7
O=C(NCCN1C(=O)SC(=Cc2ccccc2)C1=O)c1ccsc1	·	2	16
Cc1nn(C(=O)Cn2cc([N+](=O)[O-])cn2)c(C)c1Cl	·	0	2
Cc1occc1C(=O)NCC(=O)OCc1noc(C2CC2)n1	-14	1	-8
Cc1noc(CN(C)C(=O)CCN2CCCCO2)n1	-12	1	-7

The closing 5 records of the section before come first, to join the parts.
SMILES	mcGAS inh	NPYLR7 ag	hcGAS inh
O=S(=O)(NCc1nnnn1C1CCCCC1)c1cccc(F)c1	-8	2	-7
O=C(NCCN1C(=O)SC(=Cc2ccccc2)C1=O)c1ccsc1	·	2	16
Cc1nn(C(=O)Cn2cc([N+](=O)[O-])cn2)c(C)c1Cl	·	0	2
Cc1occc1C(=O)NCC(=O)OCc1noc(C2CC2)n1	-14	1	-8
Cc1noc(CN(C)C(=O)CCN2CCCCO2)n1	-12	1	-7
Cc1ccc(NC(=O)c2csc(CSc3nnc(-c4ccco4)n3-c3cc(Cl)ccc3C)n2)cc1	-3	-2	-3
C/C(=N\NS(=O)(=O)c1ccc(Cl)cc1)c1cccc(NC(=O)c2ccncc2)c1	·	-3	4
CCOC(=O)N1CCc2c(sc(NC(=O)C(C)(C)C)c2-c2nc3ccccc3s2)C1	·	-1	1
COCCn1cc(NC(=O)NCCn2ccc3ccccc32)c2ccccc21	·	14	-15
COCCN1CCCN(C(=O)/C=C/c2cc3ccccc3o2)CC1	·	3	-2
O=c1c(Cl)c(Cl)cnn1CN1CCN(Cc2ccc3c(c2)OCO3)CC1	·	-1	-3
CC1CC(=O)Nc2c1c(NC(=O)C1(c3ccc(Cl)cc3)CCCC1)nn2C (stereo not given)	-11	-15	-7
Cc1c(C(=O)NCc2cccs2)cnc2c(-c3ccc(C(C)C)cc3)cnn12	0	-5	1
CCn1cnc2c1c(=O)[nH]c(=O)n2Cc1ccccc1	-9	-1	-15
